CHO parental Ca: signal in parental CHO cells, OX1R antagonist counter-screen. parental CHO-K1, ATP-induced calcium, Fluo-8 fluorescence. 0.63% of 330,000 active. inhibition, % at 5.6 µM;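 active means inhibition above that plate's mean sample inhibition plus 3 SD, cut at about 26% in these data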;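 further: 0% = ATP-challenged DMSO wells and 100% = DMSO wells without ATP; some compounds past the cut are filed as inactive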
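Assay system: parental CHO cells; Read-out basis: percent inhibition of ATP-evoked calcium rise, normalized to controls; Benchmarks: ATP and no-ATP DMSO wells; Compound dosing: single nominal dose of 5.6 µM per compound; Signal: Fluo-8 calcium dye fluorescence; Also added: ATP as calcium-mobilizing challenge; Repeats: singlicate.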
OXTR agonist: agonists of human oxytocin receptor | activation, % at 3 µM | AID 2435 | CHO-OTR cells, Fluo-8 calcium fluorescence; normalized: DMSO 0%, oxytocin 100% | P30559 | 0.32% of 320,000 active;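 active means activation above the mean of all tested compounds plus 3 SD, cutoff set per screening run, cut at about 20% in these data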;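 further: peak over basal fluorescence ratio from a 100 s FLIPR kinetic read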
M1 PAM parental: nonselective activator or artifact in parental CHO-K1 calcium assay | ATP EC20, Fluo-8 calcium fluorescence; 0% at ATP EC20, 100% at ATP max | 0.02% of 360,000 active | activation, % at 3 µM;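 active means activation above the run cutoff, the mean activation of all test compounds plus 3 SD, cut at about 40% in these data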;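 further: peak over basal fluorescence ratio in a 140 s read after ATP addition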
M1 ag parental: M1 agonist counterscreen hit in parental CHO-K1 cells; Fluo-8 calcium fluorescence; scaled to maximal ATP response, vehicle zero; activation, % at 3 µM; 0.48% of 360,000 active; AID 602248; in the data active means activation above about 15%;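 further: untransfected CHO-K1 host cells lacking M1 receptor as counterscreen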
GPR7 antagonist: human neuropeptides B/W receptor 1 antagonism. P48145. GPR7-expressing cells, fluorescence antagonist assay. inhibition, % at 4.4 µM. 1.1% of 290,000 active; in the data active means inhibition above about 16%, passing the limit was not always enough;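 further: cells stimulated with the agonist NPW; 0% = agonist with vehicle and 100% = vehicle without agonist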
TAAR1 antagonist: human TAAR1 antagonism | Q96RJ0 | CHO RD-HGA16 TAAR1, Fluo-8 calcium fluorescence, antagonist | inhibition, % at 3 µM | 1.5% of 360,000 active;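 active means inhibition above a per-plate cutoff, the mean inhibition of test compounds on that plate plus 3 SD, cut at about 49% in these data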;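 further: 0% = DMSO plus EC80 beta-PEA response and 100% = DMSO alone without agonist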
Target sequence (Q96RJ0 whole entry, looked up): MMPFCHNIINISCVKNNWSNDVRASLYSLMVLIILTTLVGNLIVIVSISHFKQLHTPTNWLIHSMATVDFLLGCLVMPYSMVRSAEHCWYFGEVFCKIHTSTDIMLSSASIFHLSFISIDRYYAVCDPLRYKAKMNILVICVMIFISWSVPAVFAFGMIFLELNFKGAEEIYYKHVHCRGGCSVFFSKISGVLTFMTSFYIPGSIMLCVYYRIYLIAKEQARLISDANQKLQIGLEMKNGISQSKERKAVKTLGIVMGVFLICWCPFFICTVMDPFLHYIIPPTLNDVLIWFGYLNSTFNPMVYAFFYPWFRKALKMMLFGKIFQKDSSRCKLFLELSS
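Test system – hTAAR1-expressing CHO RD-HGA16 cells, Gα16-coupled · Also added – β-PEA at EC80 concentration, post-compound challenge · Compound – 3 µM, single point · Incubation – dye loading 75 min at 37 °C, then 30 min room temperature · Measured by – Fluo-8 intracellular calcium dye fluorescence, real-time kinetic reads · Benchmarks – vehicle and agonist controls · Replicates – singlicate, one well per test compound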
OXTR potentiator: human OXTR potentiation; CHO-OTR cells, Fluo-8 calcium fluorescence, potentiator mode; 0% = oxytocin EC15, 100% = EC100; P30559; 0.061% of 320,000 active; activation, % at 3 µM; AID 2445;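 active means activation above that plate's cutoff, the mean activation of tested compounds plus 3 SD, cut at about 6.6% in these data, passing the limit was not always enough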;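 further: 100% uses oxytocin at 75 nM as the full agonist control; some results filed as inactive read as strong as hits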
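assay system = CHO-OTR cells, human receptor | schedule = compound 6 min at room temperature before oxytocin, 100 s read | detection = Fluo-8 intracellular calcium fluorescence, ex 470-495, em 515-575 nm | evaluation = normalized max/min fluorescence ratio, % activation | control set = EC15 oxytocin alone as 0%, 75 nM oxytocin (EC100) as 100%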
V1R ag counter: activates human V1a receptor in oxytocin agonist counter-screen; P37288; CHO-V1R cells, Fluo-8 calcium fluorescence, agonist mode; 0% DMSO, 100% 3 nM vasopressin; activation, % at 3 µM; 0.25% of 320,000 active;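 active means activation above the mean activation of all tested compounds plus 3 SD, per screening run, cut at about 20% in these data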;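 further: signal is peak over basal fluorescence ratio across a 100 second FLIPR read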
Target sequence (P37288 whole entry, looked up): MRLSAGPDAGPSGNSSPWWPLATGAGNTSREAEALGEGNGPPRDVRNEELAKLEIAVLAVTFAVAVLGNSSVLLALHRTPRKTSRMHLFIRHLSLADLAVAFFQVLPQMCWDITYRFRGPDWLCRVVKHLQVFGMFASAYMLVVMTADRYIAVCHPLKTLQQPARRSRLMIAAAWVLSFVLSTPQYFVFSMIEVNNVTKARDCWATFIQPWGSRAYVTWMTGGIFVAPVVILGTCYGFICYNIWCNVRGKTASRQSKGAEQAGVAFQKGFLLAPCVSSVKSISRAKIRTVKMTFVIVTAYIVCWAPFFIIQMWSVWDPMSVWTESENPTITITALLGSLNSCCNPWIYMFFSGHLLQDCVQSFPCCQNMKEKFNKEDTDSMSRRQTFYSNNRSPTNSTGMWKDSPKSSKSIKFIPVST
CHO-K1 Ca antag: nonselective inhibitor or artifact in parental CHO-K1 cells; ATP-induced calcium, Fluo-8 fluorescence; inhibition, % at 3 µM; 0.6% of 360,000 active;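 active means inhibition above a per-plate cutoff, the plate's mean sample inhibition plus 3 SD, cut at about 24% in these data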;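 further: 0% = DMSO plus EC80 ATP and 100% = DMSO alone without ATP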
* = called active by the depositor; . = not tested or not shown. Rows were taken by chance. Share with any hit: about 3.5%.

SMILES | CHO parental Ca | OXTR agonist | M1 PAM parental | M1 ag parental | GPR7 antagonist | TAAR1 antagonist | OXTR potentiator | V1R ag counter | CHO-K1 Ca antag
CCOC(=O)N1CCN(C(=O)CN2C(=O)COc3ccc(S(=O)(=O)N4CCOCC4)cc32)CC1 | 2 | -0.4 | 10 | 0.3 | -9 | -10 | -11 | 0.0 | -8
O=C(/C=C/c1ccccc1)N1CCN(S(=O)(=O)c2ccc(F)cc2)CC1 | -16 | -0.8 | 4 | 4.1 | -6 | -5 | -20 | 1.7 | -11
CCN(CC)S(=O)(=O)c1cc(NC(=O)CN2C(=O)NC3(CCCc4ccccc43)C2=O)ccc1C (stereo not drawn) | -19 | -1.5 | 13 | 0.6 | 0 | -2 | -5 | 0.8 | -1
CN(C(=O)COC(=O)c1ccc(=O)n(Cc2ccccc2)n1)C1CCS(=O)(=O)C1 (stereo not drawn) | -11 | -0.4 | 6 | 0.4 | . | 5 | -3 | 0.4 | -1
C/C(=N\NS(=O)(=O)c1ccc(C)c([N+](=O)[O-])c1)c1ccc2c(c1)OCO2 | -7 | 0.3 | 13 | 0.6 | -11 | -10 | 0 | 0.6 | -10
CC(C)C(NC(=O)OCc1ccccc1)C(=O)NC(Cc1ccc(O)cc1)C(=O)O (stereo not drawn) | -10 | -0.2 | -11 | 0.9 | -3 | -7 | -3 | 0.4 | -5
COc1ccccc1CNC(=O)C1CCN(S(=O)(=O)c2c(C)noc2C)CC1 | -6 | -0.2 | 10 | 0.1 | -16 | -6 | -9 | -0.3 | -3
COCCNC(=O)C(OC(=O)c1ccco1)c1ccc(OC)cc1 (stereo not drawn) | . | . | 17 | 0.3 | . | -18 | . | . | -12
Cc1ccc(S(=O)(=O)N/N=C\c2cccnc2)cc1 | -6 | -1.3 | 11 | 0.2 | -2 | 15 | -2 | 0.1 | -21
CCOc1ccc(C(=O)NCc2ccccn2)cc1 | -11 | 0.4 | 6 | -0.2 | -14 | . | 0 | 0.4 | -7
CCCn1c(-c2cc(OC)c(OC)c(OC)c2)nc2nc3ccccc3nc21 | -18 | -1.4 | 5 | 4.0 | 0 | 39 | 1 | -0.6 | 4
CCCCn1c(N)c(N(CC(C)C)C(=O)CCCn2c(=O)oc3ccccc32)c(=O)[nH]c1=O | -12 | -0.5 | -19 | 0.2 | . | -34 | 2 | 0.2 | 16
COc1ccc(C(OC(=O)c2c(C)noc2C)C(=O)NC2CCCC2)cc1 (stereo not drawn) | -7 | -2.1 | 16 | -0.3 | -7 | -3 | 5 | -0.9 | -21
CCOC(=O)C1CCN(C(=O)Cn2c(=O)c3cccn3c3cccnc32)CC1 | -11 | 1.6 | 15 | 2.6 | 4 | -11 | -2 | 0.6 | -17
NC(=O)CNC(=O)[C@@H]1CC2(CC(c3ccc(Cl)cc3)=NO2)CN1C(=O)c1ccc(Br)cc1 (stereo partly drawn) | 2 | -0.8 | -17 | 0.5 | -8 | 8 | -12 | 0.4 | 2
CCc1ccc(C(=O)COC(=O)CNC(=O)c2ccc(N3C(=O)c4ccccc4C3=O)cc2)cc1 | -4 | 0.4 | 16 | -0.3 | -3 | -4 | 7 | 0.2 | -3
Cc1ccc(C)c(NCC(=O)c2ccc(Cl)cc2)c1 | -12 | 0.1 | -12 | -0.2 | -14 | 16 | 2 | -0.1 | 6
CCn1c(-c2ccccc2Cl)nn(CC(=O)NCCc2ccccc2)c1=S | -10 | -0.1 | 6 | 1.4 | 11 | -13 | 2 | 0.7 | -6
Cc1cc(NC(=O)CCCN2C(=O)c3cccnc3C2=O)ccc1Br | 2 | -1.2 | -3 | 0.7 | -5 | 5 | -20 | -0.1 | -10
Cc1cccc(OCCC(=O)NCC(c2ccccc2)N(C)C)c1 (stereo not drawn) | -6 | 0.2 | -2 | 0.3 | 1 | -11 | 2 | 0.1 | 10
COc1ccc(-c2csc(NC(=O)C3CSC4(C)CCC(=O)N34)n2)c(OC)c1 (stereo not drawn) | -24 | -2.4 | 3 | -0.2 | . | -5 | -10 | -1.8 | -9
COc1ccc(CNC(=O)c2cnccn2)cc1 | 1 | -1.1 | -11 | -0.1 | 3 | -12 | -8 | 0.2 | -1
CCCCN(C(=O)c1ccco1)c1nnc(-c2cc(OC)c(OC)c(OC)c2)s1 | -21 | -2.4 | -6 | 0.0 | -1 | 5 | -11 | -0.5 | 5
CC(=O)C[C@@H](O)CC(=O)[C@H]1OC(=O)[C@H](C)C/C=C\Cc2ccccc21 | -13 | 0.3 | -6 | 0.1 | . | -9 | -3 | -0.5 | -20
S=c1[nH]nc(-c2ccco2)n1-c1cccc2ccccc12 | -1 | -0.3 | -6 | -0.3 | -10 | -4 | 3 | 0.3 | 13
CCS(=O)(=O)c1cc([N+](=O)[O-])c(Sc2ccccc2N)s1 | -26 | -0.3 | 6 | 0.8 | 0 | -10 | 4 | 0.1 | -7
COc1ccc(C(=O)COC(=O)CN2C(=O)c3ccccc3C2=O)c(OC)c1 | 2 | 1.0 | -16 | 0.3 | -16 | -16 | -5 | 0.8 | 3
Cn1c(SCc2ccccc2)nc2c1c(=O)[nH]c(=O)n2C | -2 | -0.8 | 13 | 0.2 | -2 | -10 | -16 | 1.1 | -13
O=C(COC(=O)Cc1n[nH]c(=O)c2ccccc12)Nc1c(Br)cc([N+](=O)[O-])cc1Br | . | . | 15 | -0.6 | . | -1 | . | . | -10
Cc1ccccc1OCc1nnc(SCc2cc(=O)[nH]c3ccccc23)n1-c1ccccc1 | -29 | -0.4 | 0 | 1.1 | -1 | 13 | -10 | 2.6 | 3
COc1ccc2c(-c3ccc(SC)cc3)c(-c3ccc(S(C)(=O)=O)cc3)sc2c1 | 3 | 1.2 | -4 | 0.1 | . | -1 | -6 | 5.1 | 8
FC(F)Sc1ccc(-n2cc(-c3ccccc3)[n+]3c2CCC3)cc1 | -5 | 0.1 | -13 | 0.0 | -7 | -10 | -3 | 0.2 | 5
Cc1ccc(S(=O)(=O)N2CCC(=O)N(CCOCc3ccc(Cl)cc3)CC2)cc1 | -6 | 9.3 | -25 | 1.7 | -2 | 20 | -15 | 13 | 11
COc1ccc(CN(C2CCCCC2C)S(=O)(=O)c2ccc(S(=O)(=O)N(C)C)cc2)cc1OC (stereo not drawn) | -13 | 1.7 | -12 | 0.2 | 9 | 9 | -9 | 1.1 | 16
CCOc1ccccc1NC(=O)CSc1nnc(CNC(=O)c2cc(OC)c(OC)c(OC)c2)o1 | -14 | 0.5 | -10 | -0.3 | -10 | -12 | -9 | 1.5 | -10
Cc1cc([N+](=O)[O-])ccc1NC(=O)c1cccc(NC(=O)C(C)C)c1 | -6 | 3.9 | 15 | 4.5 | -6 | 8 | -8 | 4.5 | -8
Cc1cccc(C(=O)NN/C=C/C(=O)c2ccccc2)c1 | -8 | -0.4 | 20 | 0.6 | -7 | -2 | -11 | 0.2 | -13
C[C@H]1CNC(=O)C(=O)N1C[C@H](Cc1ccc(O)cc1)NC(=O)CC12CC3CC(CC(C3)C1)C2 | -6 | 0.0 | 3 | -0.7 | -4 | -3 | -5 | 0.4 | 0
Cc1[nH]c2ccccc2c1/C=N/NC(=O)c1cc(-c2ccccc2)n[nH]1 | 7 | 0.3 | -7 | 2.5 | 3 | 61* | -2 | -0.8 | 8
COc1ccc2c(c1)C(=O)C(=O)N2CCS(=O)(=O)c1ccccc1 | -5 | 0.5 | 9 | 1.2 | 10 | -18 | -1 | -0.1 | -11
Cc1ccc(CN2CCN(Cc3cnc(N4CCOCC4)s3)CC2CCO)cc1 (stereo not drawn) | -9 | 1.1 | 21 | 1.2 | -5 | -11 | -7 | 1.3 | -13
COC(=O)c1ccc(Cn2nnc3c(=O)[nH]c(C4CCCN(S(=O)(=O)c5cccc(Cl)c5)C4)nc32)cc1 (stereo not drawn) | -6 | 0.3 | -21 | -0.2 | -15 | -36 | -7 | 1.0 | -6

Some of the entries so far, tab-delimited:
Structure	CHO parental Ca	OXTR agonist	M1 PAM parental	M1 ag parental	GPR7 antagonist	TAAR1 antagonist	OXTR potentiator	V1R ag counter	CHO-K1 Ca antag
O=C(COC(=O)Cc1n[nH]c(=O)c2ccccc12)Nc1c(Br)cc([N+](=O)[O-])cc1Br	.	.	15	-0.6	.	-1	.	.	-10
Cc1ccccc1OCc1nnc(SCc2cc(=O)[nH]c3ccccc23)n1-c1ccccc1	-29	-0.4	0	1.1	-1	13	-10	2.6	3
COc1ccc2c(-c3ccc(SC)cc3)c(-c3ccc(S(C)(=O)=O)cc3)sc2c1	3	1.2	-4	0.1	.	-1	-6	5.1	8
FC(F)Sc1ccc(-n2cc(-c3ccccc3)[n+]3c2CCC3)cc1	-5	0.1	-13	0.0	-7	-10	-3	0.2	5
Cc1ccc(S(=O)(=O)N2CCC(=O)N(CCOCc3ccc(Cl)cc3)CC2)cc1	-6	9.3	-25	1.7	-2	20	-15	13	11
COc1ccc(CN(C2CCCCC2C)S(=O)(=O)c2ccc(S(=O)(=O)N(C)C)cc2)cc1OC (stereo not drawn)	-13	1.7	-12	0.2	9	9	-9	1.1	16
CCOc1ccccc1NC(=O)CSc1nnc(CNC(=O)c2cc(OC)c(OC)c(OC)c2)o1	-14	0.5	-10	-0.3	-10	-12	-9	1.5	-10
Cc1cc([N+](=O)[O-])ccc1NC(=O)c1cccc(NC(=O)C(C)C)c1	-6	3.9	15	4.5	-6	8	-8	4.5	-8
Cc1cccc(C(=O)NN/C=C/C(=O)c2ccccc2)c1	-8	-0.4	20	0.6	-7	-2	-11	0.2	-13
C[C@H]1CNC(=O)C(=O)N1C[C@H](Cc1ccc(O)cc1)NC(=O)CC12CC3CC(CC(C3)C1)C2	-6	0.0	3	-0.7	-4	-3	-5	0.4	0
Cc1[nH]c2ccccc2c1/C=N/NC(=O)c1cc(-c2ccccc2)n[nH]1	7	0.3	-7	2.5	3	61*	-2	-0.8	8

High-throughput results deposited in PubChem BioAssay by The Scripps Research Institute Molecular Screening Center.
